Bioassay records deposited in PubChem BioAssay by several laboratories.
Mot1-301 SUMO: yeast Mot1-301 growth rescue at high temperature, primary screen, SUMOylation pathway inhibitor project, S. cerevisiae, ATP luminescence, 38.5C; S. cerevisiae Mot1-301 growth rescue; percent above DMSO median, 100 means doubled; growth rescue, % at 18.8 µM; 320,000 tested, 1% active;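 active means every valid replicate shows activation above 250% relative to neutral control wells; inactive means the rest, any valid replicate at or below 250%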;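 further: OY570 slx delta 5 strain wells were the positive control but not used for scaling; some compounds called inactive have numbers as strong as hits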
PKA-R1A act: activators of PKA-R1A holoenzyme, primary screen, biochemical, fluorescence polarization, Cy5-IP20, bovine R1A, mouse PKAc | cAMP-dependent protein kinase type I-alpha regulatory subunit (Bos taurus) + … | 340,000 tested, 0.083% active | PKA-R1A dissociation; scaled: DMSO 0%, 113 µM cGMP 100% | AID 504707, 2011 | activation, % at 11.4 µM;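 active means percent activation above the mean of all tested compounds plus 3 SD, cut at about 19% in these data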;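 further: higher means more PKAc released from R1A so a rise in polarization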
phage Ecoli inh: growth loss of phage-infected E. coli, primary screen, RecBCD inhibitor project, absorbance, with phage, HTS; 360,000 tested, 0.26% active; AID 651602, 2012; inhibition, % at 11.9 µM; in the data active means inhibition above about 11%
HTR5A inv ag: HTR5A inverse agonists in luminescence cell assay, primary screen, counter-screen for OPRM1-OPRD1 heterodimer inverse agonist project, full-deck HTS | inhibition, % at 9.3 µM | 340,000 tested, 0.083% active | 5-hydroxytryptamine receptor 5A (Homo sapiens), P47898 | HTR5A cell line, inverse agonism; in the data active means inhibition mostly above about 23%, no sharp cut-off; inactive means mostly below about 18%;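 further: 0% = cells with DMSO and 100% = no-cell wells with DMSO; some compounds called inactive have numbers as strong as hits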
DAGLB inh: DAGLB lipase inhibitors, primary screen, biochemical, fluorescence, HTS; inhibition, % at 5.17 µM; Diacylglycerol lipase-beta (Homo sapiens), Q8NCG7; 340,000 tested, 0.059% active; HEK293T DAGLB membrane lysate, EnzChek fluorogenic substrate; AID 504411, 2011; in the data active means inhibition above about 34%;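 further: 0% = enzyme with vehicle and 100% = wells lacking enzyme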
PKA-R2B activ: activators of PKA-R2B holoenzyme, primary screen, biochemical, fluorescence polarization, Cy5-IP20, human | cAMP-dependent protein kinase catalytic subunit beta (Homo sapiens) + cAMP-dependent … | PKA-R2B holoenzyme dissociation; R2B truncated from residue 108, S112A mutant; 0% DMSO only, 100% 113 µM cGMP | activation, % at 11.4 µM | 340,000 tested, 0.079% active;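 active means activation above a cutoff set at the mean over all compounds plus 3 SD, cut at about 18% in these data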;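 further: higher means more holoenzyme dissociation and a rise in polarization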
Target sequence (P31323 whole entry, looked up, other chains not shown, the tested form may be a part): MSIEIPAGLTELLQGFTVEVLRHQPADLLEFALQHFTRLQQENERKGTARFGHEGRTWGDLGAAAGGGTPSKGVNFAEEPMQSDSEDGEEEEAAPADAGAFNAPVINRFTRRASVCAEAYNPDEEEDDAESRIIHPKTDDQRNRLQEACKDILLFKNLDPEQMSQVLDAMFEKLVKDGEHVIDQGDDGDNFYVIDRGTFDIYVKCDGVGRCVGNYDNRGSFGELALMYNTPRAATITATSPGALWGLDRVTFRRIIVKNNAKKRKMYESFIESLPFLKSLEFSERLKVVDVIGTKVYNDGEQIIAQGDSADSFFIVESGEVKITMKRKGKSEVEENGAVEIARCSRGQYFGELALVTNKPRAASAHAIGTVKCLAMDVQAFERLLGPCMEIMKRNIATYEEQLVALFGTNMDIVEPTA
Ecoli viability: E. coli V3065 growth inhibition, primary screen, counter-screen for AddAB inhibitor project, absorbance, OD600. AID 449728, 2010. 18 h. 330,000 tested, 0.27% active. inhibition, % at 11.9 µM;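 active means inhibition above the campaign's mean inhibition across all tested compounds plus 3 SD, cut at about 9.9% in these data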;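 further: uninfected addAB+ strain grown without phage in ampicillin broth; 0% = DMSO wells and 100% = ciprofloxacin 0.95 µg/ml wells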
Tat export inh: E. coli Tat export inhibitors, primary screen, MC4100, TorA-mCherry reporter, fluorescence, single point; inhibition, % at 10 µM; 340,000 tested, 0.036% active; AID 488895, 2010;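 active means mean replicate inhibition at least 50% and at least half of replicates individually reaching 50%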;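 further: exported cargo escapes ClpAP degradation while cytoplasmic cargo is degraded and loses fluorescence; 0% = median of neutral control wells and 100% = median of NaSCN control wells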
AddAB inh: growth inhibition of E. coli expressing H. pylori AddAB, primary screen, AddAB inhibitor project, absorbance; inhibition, % at 11.9 µM; 330,000 tested, 0.29% active; AID 435030, 2010; in the data active means inhibition above about 12%;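 further: 0% = vehicle wells of infected cells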
HTR5A ag ctr: HTR5A agonists in luminescence cell assay, primary screen, counter-screen for OPRM1-OPRD1 heterodimer agonist project, full-deck HTS. cell-based. activation, % at 9.3 µM. 340,000 tested, 0.61% active; in the data active means activation mostly above about 9.5%, no sharp cut-off; inactive means mostly below about 7.6%;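 further: 0% = cells with vehicle only and 100% = reference agonist; strong numbers were not always called active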
CDK5 p35 inh: inhibitors of human CDK5/p35 kinase, primary screen, biochemical, single concentration | AID 488839, 2010 | Cyclin-dependent kinase 5 (Homo sapiens) + Cyclin-dependent kinase 5 activator 1 (Homo … | Recombinant CDK5/p35, ADP-Glo luminescence, 60 min | 330,000 tested, 0.01% active | inhibition, % at 10 µM;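 active means highest replicate inhibition of at least 50% and at least 75% of replicates reaching 50%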;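 further: plate controls were DMSO neutral control for no effect and GW8510 at 10 µM for full effect; many of its hits are not listed in these tables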
Target sequence (Q00535 whole entry, looked up): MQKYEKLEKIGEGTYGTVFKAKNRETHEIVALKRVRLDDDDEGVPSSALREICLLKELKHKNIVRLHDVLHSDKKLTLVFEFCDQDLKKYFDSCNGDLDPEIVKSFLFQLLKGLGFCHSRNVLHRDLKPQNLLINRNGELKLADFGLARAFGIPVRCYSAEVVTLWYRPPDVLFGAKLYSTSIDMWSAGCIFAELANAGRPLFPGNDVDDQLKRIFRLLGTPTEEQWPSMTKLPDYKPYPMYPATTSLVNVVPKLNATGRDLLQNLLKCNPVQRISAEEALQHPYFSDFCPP
Target sequence (Q15078 whole entry, looked up): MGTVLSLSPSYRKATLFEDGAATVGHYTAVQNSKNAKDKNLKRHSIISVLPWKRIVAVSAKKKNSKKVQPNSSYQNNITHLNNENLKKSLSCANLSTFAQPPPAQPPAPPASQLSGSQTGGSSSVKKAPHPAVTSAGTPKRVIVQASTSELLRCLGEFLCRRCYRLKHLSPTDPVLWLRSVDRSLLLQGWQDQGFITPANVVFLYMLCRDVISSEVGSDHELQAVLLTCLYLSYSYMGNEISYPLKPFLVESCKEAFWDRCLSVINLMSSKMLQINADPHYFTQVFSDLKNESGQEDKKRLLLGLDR
An asterisk follows results filed as active; x = no result given. An unsorted share of the library; any-hit rate near 2.3%.

Structure,HTR5A ag ctr,PKA-R1A act,DAGLB inh,Mot1-301 SUMO,HTR5A inv ag,Tat export inh,CDK5 p35 inh,PKA-R2B activ,AddAB inh,Ecoli viability,phage Ecoli inh
O=C(C(=O)N1CCCC1)c1c(-c2ccccc2)[nH]c2ccccc12,-3,4,-1,-5,11,-9,-0.8,0,-0.1,-1.7,3.3
CC1=CC(c2ccccc2)n2nc(N3C(=O)CCC3=O)nc2N1 (stereo not given),-5,3,1,13,-21,7,0.5,-6,1.7,-0.9,-3.3
O=C(CCCN1C(=O)[C@H]2CC=CC[C@H]2C1=O)NCc1nc(-c2ccc(Cl)cc2)no1,-4,2,1,-25,-3,-7,0.4,4,2.9,0.3,1.9
Cc1ccc(S(=O)(=O)N2CCCCC2)cc1C(=O)NCc1ccccn1,1,8,-1,-9,-12,1,1.2,-2,4.8,0.1,1.5
COc1ccccc1NC(=O)c1oc2ccc(C)cc2c1C,1,9,-21,9,0,-6,-1.2,3,3.8,-0.2,2.8
CC1(C)CC2CN(C(=O)Cc3ccccc3)C(C)(C2)C1 (stereo not given),3,8,0,-8,-9,10,3.6,-3,4.2,0.0,2.1
Cc1ccc(S(=O)(=O)N/N=C/c2ccc(O)cc2O)cc1[N+](=O)[O-],8,-6,4,-6,8,3,-1.4,-3,-0.3,-1.3,1.2
COc1ccc(CNC(=O)c2nnn(-c3cccc(C(F)(F)F)c3)c2N)cc1,0,-1,-5,-19,-1,-9,0.1,2,3.0,-1.4,0.3
CCc1n(CC(O)COC2CCCCC2)c2ccccc2[n+]1C (stereo not given),4,-7,-1,13,11,-3,0.7,0,5.3,3.0,2.7
CC(=O)N(Cc1ccccc1)c1ccccc1C(=O)O,-2,-9,-1,-10,4,-1,0.3,-7,0.7,3.8,-2.8
CCN(c1ccccc1)S(=O)(=O)c1cccc(C(=O)N(C)CCOc2ccccc2)c1,-6,-7,-1,-6,17,7,-2.2,-13,-1.1,-1.3,4.6
CCCCc1n[nH]c2c1C(=O)CC(C)(C)C2,-1,7,1,-16,3,0,0.1,-1,0.1,-2.7,1.4
COc1cccc(-c2c(-c3cc(OC)cc(OC)c3)n(C)c3ccc(-c4ccc(OC)nc4)cc23)c1,0,2,-5,-23,0,0,0.1,1,1.6,-0.7,0.0
CC(=O)c1cc2c(cc1NC(=O)c1cc3nc(C(C)C)cc(C(F)(F)F)n3n1)OCO2,-2,-4,-2,-23,-24,-9,1.0,1,-0.7,3.2,-0.8
COc1ccc(NC(=O)NNC(=O)c2ccc(-c3ccccc3)cc2)c(OC)c1,0,-1,2,4,-6,11,-1.0,-9,x,x,2.0
CCC(C)(C)C1CCc2[nH]nc(C(=O)NCCN3CCOCC3)c2C1 (stereo not given),0,-6,-3,-15,1,3,43,-1,3.0,-0.7,1.8
CN(CCC#N)Cc1cc(=O)oc2ccc3ccccc3c12,6,6,3,-2,-11,5,5.0,-3,1.3,0.0,2.7
COc1ccnc(Oc2ccc(F)cc2)c1C(=O)N/C=N/OCc1ccc(F)cc1Cl,-3,-14,-3,-10,8,2,3.2,-3,3.7,-1.1,2.0
O=C(CSc1nnc(SCc2ccc(Cl)cc2)s1)N/N=C/c1ccccc1C(=O)O,4,8,4,-2,-10,-3,0.0,6,-0.1,0.8,3.6
CCN1C(=O)[C@@H]2[C@@H](c3ccc(-c4ccc(C(C)=O)cc4)cc3)N3CCCC[C@@]3(C(=O)OC)[C@@H]2C1=O,-1,-11,-1,12,2,-3,-1.4,1,0.3,-0.9,2.6
Clc1ccc2nc(-c3ccc4c(c3)OCO4)cn2c1,2,1,-2,37,-18,-3,1.0,0,4.5,-1.2,2.2
COC(=O)c1ccc(CSC2=NC[C@@H]3[C@@H]4C(=O)N(Cc5ccccc5)C(=O)[C@@H]4[C@](Cc4ccccc4)(C(=O)OC)N23)cc1,0,-1,-6,x,-2,13,-0.9,-9,0.4,-1.2,1.6
O=C(/C=C/c1ccc(OC2CSC2)cc1)c1ccccc1,5,-4,-15,47,-7,0,2.4,-6,0.4,0.4,3.3
COc1c(C)cccc1C(=O)NC(=S)Nc1cccc2nsnc12,1,-14,-2,x,18,-1,0.2,6,x,x,3.7
O=C(NC(=S)Nc1ccc(S(=O)(=O)N2CCCCC2)cc1)c1cccs1,0,-5,-4,334*,-1,3,-0.8,-12,0.7,2.4,2.0

Continuation:
Structure,HTR5A ag ctr,PKA-R1A act,DAGLB inh,Mot1-301 SUMO,HTR5A inv ag,Tat export inh,CDK5 p35 inh,PKA-R2B activ,AddAB inh,Ecoli viability,phage Ecoli inh
CCCCCN(CCCCC)C(=O)C(CCC(=O)O)NC(=O)c1ccc(Cl)c(Cl)c1 (stereo not given),2,-12,7,4,1,13,-0.4,0,0.9,-1.6,5.0
O=C1OC(N2CCN(C(=O)C3CCCO3)CC2)c2ccccc21 (stereo not given),0,5,0,-10,-12,-10,-1.4,-1,1.3,-0.9,1.9
Cc1nc(N2CCN(c3ccccc3)CC2)[nH]c(=O)c1C,1,-7,0,-15,-4,5,-0.1,2,-2.2,-3.2,1.6
CCN(CC)S(=O)(=O)c1ccc(=O)n(CC(=O)N2CCCc3cc(C)ccc32)c1,4,-5,0,23,-2,-10,0.8,1,-2.3,-2.3,1.0
CCc1nnnn1-c1ccc([N+](=O)[O-])cc1C,0,1,0,9,1,4,0.5,9,2.0,-2.6,4.4
CCSc1nnc(NC(=O)c2ccc(C)cc2)s1,4,5,0,-10,16,2,0.7,2,1.4,1.3,3.0
CN1CCN(C2=C(Cl)C(=O)c3ccccc3C2=O)CC1,-3,5,-8,x,14,-28,1.8,-8,x,x,-2.0
C/C(=N\Nc1nc2c(s1)CCCC2)c1ccccc1,3,-2,-1,80,-30,-4,1.0,-3,4.5,-1.3,0.8
CCc1nnc(NC(=O)CCCSc2nc3ccccc3[nH]2)s1,2,-9,0,8,-7,-5,-0.8,-5,7.3,0.9,3.8
COc1cc(/C=C2\NC(=S)N(C)C2=O)ccc1OCc1cccc(F)c1,2,5,-1,563*,-9,5,0.3,-5,1.5,1.2,-0.6
O=C(NCc1cccs1)c1ccc(S(=O)(=O)N2CCOCC2)cc1,0,-3,0,-6,26,0,2.4,1,-0.7,-0.8,2.3
CCOc1ccc(C(=O)NCC(=O)NCC(c2ccc(OC)cc2)N2CCCC2)cc1 (stereo not given),8,-1,0,0,-25,2,2.2,-12,5.2,0.6,1.2
CCOC(=O)C1CCN(C(=O)c2ccc(OCC(=O)Nc3ccc(OCC)cc3)c(OC)c2)CC1,8,-11,-1,-2,1,2,-0.5,-7,-0.2,0.1,5.6
Cc1ccc(CCNC(=O)c2nnc(CS(=O)(=O)c3ccccc3)o2)cc1,3,13,0,-1,-4,-4,0.4,10,-0.5,-0.8,1.4
O=C(NNc1c(Cl)cc(Cl)cc1Cl)C1CCC1,5,0,1,-5,-12,2,1.2,-3,3.4,1.8,3.6
N#C/C(=C\c1c(N2CCN(Cc3ccccc3)CC2)nc2ccccn2c1=O)S(=O)(=O)c1ccccc1,2,1,-3,-5,-18,-5,x,0,3.7,-2.5,-1.3
O=C(Nc1ccccc1Cl)c1cc(S(=O)(=O)N2CCCC(C(=O)O)C2)ccc1F (stereo not given),1,-10,0,-13,-12,8,-0.7,0,0.8,-2.2,3.6
COc1ccc(NC(=S)N2CCC(C(=O)c3ccc(C)cc3)CC2)cc1,-1,-8,-5,30,3,-2,1.9,2,-0.1,-0.8,6.0
Cc1cccc(NC(=O)c2cccc(S(=O)(=O)N3CCCC3)c2)n1,-4,-2,1,-16,2,16,0.1,-6,1.2,1.6,2.2
COc1ccc(-n2ccnc(SCC(=O)NC3CCCC3)c2=O)cc1,-6,-11,1,15,-13,1,-0.5,-6,2.2,0.8,3.2
COc1ccc(C(=O)Nc2ccc(F)cc2F)cc1OC,1,-11,2,2,3,11,0.9,-5,2.0,1.1,3.1
C/C(=N\O)C(C)Oc1ccc(Cl)cc1 (stereo not given),1,-3,-2,-4,-2,-2,-0.9,3,1.6,-0.1,3.0
Cc1cc2c(cc(C(=O)OC(C)C(=O)NCc3ccccc3)n2C)o1 (stereo not given),3,-15,-3,x,-11,-9,1.7,-6,x,x,1.2
CCc1ccc(C(=O)O)cc1,-5,2,1,4,8,-8,-1.0,6,-1.4,0.7,1.9
O=C(Nc1ccc(Br)cc1)C1CCN(c2cnccn2)CC1,2,-9,-2,11,-8,-3,1.7,-5,2.2,-0.2,5.9

Continuation.
Structure,HTR5A ag ctr,PKA-R1A act,DAGLB inh,Mot1-301 SUMO,HTR5A inv ag,Tat export inh,CDK5 p35 inh,PKA-R2B activ,AddAB inh,Ecoli viability,phage Ecoli inh
C=CC[C@@H](CC(=O)N[C@H](CO)Cc1ccccc1)C(=O)N[C@H](COC(=O)[C@@H](CC=C)Cc1ccc(F)cc1)C(C)(C)C,4,-1,-2,23,-18,5,-0.1,3,-0.2,-2.1,3.4
Cc1nn(C)c(Oc2ccccc2)c1CCNC(=O)CCl,-2,3,-1,-6,25,4,0.6,-15,2.4,0.2,0.5
CCc1nnc(NS(=O)(=O)c2ccc(N/C=C\C(=O)c3cccc(OC)c3)cc2)s1,1,4,5,5,0,0,-1.7,-14,9.6,6.5,4.7
CCc1ccccc1NC(=O)COc1ccc(C(=S)N2CCCC2)cc1,0,-8,-1,-11,0,-5,-1.8,10,-1.0,-2.4,4.6
Cc1nc(-c2coc3c(CN(C)C)c(O)ccc3c2=O)cs1,-2,-16,0,-13,-11,-1,1.0,-7,-1.0,1.1,1.6
COc1ccc(OC)c(-n2nnnc2SCC(=O)NCCc2ccccc2)c1,9,-8,5,-7,-7,12,-1.5,6,1.9,-1.3,1.1
COc1ccc(NC(=O)COC(=O)Cc2c[nH]c3ccccc23)cc1OC,-2,0,0,-14,6,-1,-1.7,-14,4.1,-1.9,2.0
Cc1cc(C)n(CC(=O)N2c3ccccc3Sc3ccccc32)n1,1,1,-1,6,-8,2,0.6,-9,1.0,1.4,2.1
O=[N+]([O-])c1cccc(/C=C2\CCC(/C=N/Nc3ccc4ccccc4n3)=C2N2CCOCC2)c1,-2,-2,0,24,-5,-7,1.4,18,3.0,-0.6,2.5
CCOc1ccc(S(=O)(=O)N2CCN(C(=O)c3cccn3C)CC2)cc1,1,6,2,0,-4,0,-0.3,11,0.1,-0.2,-0.2
